Screening data deposited in PubChem by National Center for Advancing Translational Sciences (NCATS).
NPC1 promoter act = activates the NPC1 promoter | Huh7 NPC1 promoter luciferase reporter, 24 h | Potency, µM (titrated, usually from 9.22 µM), for inactives: at the top dose activation, hits mostly activators | actives 2.4% (n = 320,000);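 also: % of control where 0% means no effect; nearly all actives have a fitted effect of over 60% in size; reporter is driven by a mutant NPC1 promoter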
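Readout is luciferase luminescence, reflecting NPC1 promoter activation in stably transfected Huh7 cells after 24 h compound exposure at 37 °C in reduced-serum medium with 10% FBS.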
BRCA1 expr act = BRCA1 expression activation; MCF7-BRCA1-FFLuc reporter, luminescence, 48 h; response scale: scaled: vehicle 0%, 10 µM genistein 100%; Potency, µM (titrated, usually from 46.1 µM), without a hit: at the highest dose activation, hits mostly activators; actives 1.1% (n = 380,000); AID 624202; also: nearly all actives have a fitted effect of over 80% in size; some results filed as inactive show a strong effect at the top dose
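Using MCF7 cells harboring a BRCA1 firefly luciferase reporter, plated 2 h before compound pinning, the screen measured luminescence after 48 h incubation. Responses were normalized to DMSO and 10 microM genistein, then fitted for concentration-effect.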
MBNL1 CUG block = MBNL1-poly(CUG) RNA binding inhibition; Q9NR56; TR-FRET MBNL1-His/biotin-(CUG)12 binding, 665/545 ratio; Potency, µM (doses to about 57.5 µM), for inactives: top-dose activity change, negative = inhibition, hits mostly inhibitors; actives 0.036% (n = 280,000); AID 2675; active = well fitted inhibition curve with a large enough effect in the signal ratio, with a control signal flat, not every such curve was filed as active; inconclusive = small, poorly fitted or top-dose-only effect, or effect the other way, or a change in a side signal; inactive = no such curve, though single readings can be large or run the other way; the % refers to the signal ratio; also: % is scaled to controls: 0 for no effect and ±100 for the full control effect
Target sequence (Q9NR56 whole entry, looked up): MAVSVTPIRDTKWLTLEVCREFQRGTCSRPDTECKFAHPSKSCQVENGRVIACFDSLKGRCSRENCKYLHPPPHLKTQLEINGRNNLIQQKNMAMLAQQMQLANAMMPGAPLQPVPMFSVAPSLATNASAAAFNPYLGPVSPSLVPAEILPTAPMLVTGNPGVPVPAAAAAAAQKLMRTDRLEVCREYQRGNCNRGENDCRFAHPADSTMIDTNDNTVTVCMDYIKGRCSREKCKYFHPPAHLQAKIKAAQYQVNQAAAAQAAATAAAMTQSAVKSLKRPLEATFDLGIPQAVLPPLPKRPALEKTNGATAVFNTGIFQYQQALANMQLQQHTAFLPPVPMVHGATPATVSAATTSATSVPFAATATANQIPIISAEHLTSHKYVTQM
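MBNL1-His + Biotin-(CUG)12, cpd titration 92 nM–58 uM; Tb anti-His Ab 0.055 ng/ul, SA-XL665 5 nM (final); 60 min RT; ratiometric 665/545 nm, Ex 340 nm; normalized to buffer and full-complex controls.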
Rab9 prom act = activators of Rab9 promoter; Huh7 Rab9 promoter-luciferase reporter, luminescence, 24 h; actives 2.8% (n = 320,000); Potency, µM (highest dose often 9.22 µM), for the others: at the highest dose activation, negative = inhibition, hits mostly activators; AID 485297; also: % of control where 0% means no effect; nearly all actives have a fitted effect of over 60% in size
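Steps: seed 1500 Huh7 Rab9-luc cells per well, rest 2 h at 37 °C; add compound in DMSO; incubate 24 h; add luciferase reagent, 10 min ambient; read luminescence.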
ELG1 genotoxic = induces genotoxicity in HEK293T cells with luciferase-tagged ELG1; Potency, µM (highest dose often 46 µM), for the others: top-dose activity change, positive = activation, actives largely listed as activators; HEK293T ELG1-luciferase reporter, luminescence, 16 h; actives 1.3% (n = 330,000); AID 504466; also: % of control where 0% means no effect; nearly all actives have a fitted effect of over 60% in size
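Genotoxicity was scored as increased ELG1-luciferase reporter signal, measured by ONE-Glo luminescence (30 min, room temperature). Compound or vehicle exposure of the HEK293T reporter cells lasted 16 hr at 37°C.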
p53 reactivation = mutant p53 re-activation in reporter cells; H1299 p53-A138V BP100-luciferase reporter, luminescence, 24 h; Potency, µM (doses to about 92.2 µM), inactives show at the top dose activity change, positive = activation, most hits filed as activators; actives 0.063% (n = 320,000); also: % of control where 0% means no effect; nearly all actives have a fitted effect of over 45% in size
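H1299 (p53-null), stable ts p53-A138V + BP100-Luc; 1000 cells/well, Opti-MEM/10% FBS; cpd 4 pt, 1:5; 24 h, 37 deg C, 5% CO2; detection reagent 10 min RT; luminescence.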
RORg inh = inhibitors of mouse ROR gamma transcriptional activity | actives 5.4% (n = 310,000) | Potency, µM (highest dose often 53.6 µM), inactives show at the top dose activity change, negative = inhibition, actives largely listed as inhibitors | Drosophila S2 Gal4-RORgamma UAS-luciferase reporter, 20 h; also: % is scaled to controls: 0 for no effect and ±100 for the full control effect; nearly all actives have a fitted effect of over 60% in size
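Drosophila S2 cells stably expressing Gal4-DBD/mouse RORγ fusion under metallothionein promoter plus UAS-luciferase; compound 1 h, then 700 uM CuSO4 induction for 20 h at ambient temperature; inhibition read as reduced luminescence.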
FLuc counter = firefly luciferase modulation, counter-screen for miR-21 project. P08659. actives 6.9% (n = 360,000). purified FLuc, Km substrates, luminescence inhibition. Potency, µM (titrated, usually from 57.5 µM), inactives show at the highest dose activity change, negative = inhibition, actives largely listed as inhibitors;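 also: plate controls were vehicle for no effect and reference inhibitor for full effect; nearly all actives have a fitted effect of over 55% in size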
Target sequence (P08659 whole entry, looked up): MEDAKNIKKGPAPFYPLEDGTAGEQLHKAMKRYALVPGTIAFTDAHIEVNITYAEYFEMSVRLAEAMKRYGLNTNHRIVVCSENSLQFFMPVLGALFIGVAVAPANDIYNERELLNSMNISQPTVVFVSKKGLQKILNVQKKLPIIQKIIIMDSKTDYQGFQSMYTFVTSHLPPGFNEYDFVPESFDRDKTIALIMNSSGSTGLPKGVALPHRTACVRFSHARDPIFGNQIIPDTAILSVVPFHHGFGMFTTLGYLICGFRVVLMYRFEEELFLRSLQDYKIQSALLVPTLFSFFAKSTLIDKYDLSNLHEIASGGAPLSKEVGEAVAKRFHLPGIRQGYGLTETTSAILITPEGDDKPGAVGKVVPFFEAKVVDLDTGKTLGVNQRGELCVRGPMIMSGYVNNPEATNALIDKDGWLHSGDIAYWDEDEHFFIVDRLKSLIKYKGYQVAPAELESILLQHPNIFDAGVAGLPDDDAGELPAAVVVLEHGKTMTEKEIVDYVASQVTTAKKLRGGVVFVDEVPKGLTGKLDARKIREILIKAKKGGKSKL
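Purified P. pyralis luciferase (10nM final) with 10uM D-luciferin and 10uM ATP (Km levels) in 50mM Tris acetate pH 7.5, 10mM Mg acetate, 0.01% Tween-20, 0.05% BSA; qHTS 6-point titration, ~60 µM downward; luminescence read.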
Gal4-VP16 FLuc = counter-screen for ROR gamma inhibitors: Gal4-VP16 reporter. Drosophila S2 Gal4-VP16 UAS-luciferase, luminescence, 20 h. actives 3.5% (n = 310,000). Potency, µM (titrated, usually from 53.6 µM), without a hit: at the highest dose activity, negative = inhibition, most hits filed as inhibitors;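 also: Gal4-VP16 expression switched on by copper sulfate through the metallothionein promoter; % is scaled to controls: 0 for no effect and ±100 for the full control effect; nearly all actives have a fitted effect of over 50% in size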
uPA surface inh = cell surface uPA generation inhibition; cell surface uPA generation assay, qHTS; Potency, µM (series often up to 38.3 µM), without a hit: top-dose activity change, negative = inhibition, actives largely listed as inhibitors; actives 0.31% (n = 330,000); AID 540303; active = well fitted inhibition curve with a large enough effect; inconclusive = small, poorly fitted or top-dose-only effect; inactive = no such curve, though single readings can be large or run the other way; tested in mouse RAW 264.7 cells; also: % is scaled to controls: 0 for no effect and ±100 for the full control effect; nearly all actives have a fitted effect of over 55% in size
An asterisk follows results filed as active; ? = inconclusive; . = not tested or not shown; & = joins results of further samples; [ ] = another dose, or the depositor's remark. Unless noted, calls follow the shape of the dose curve; as a rule, active = well fitted curve in the direction sought with a large enough effect; inconclusive = small, poorly fitted or top-dose-only effect, or another doubt; inactive = no such curve, though single readings can be large; an effect the other way counts as inactive or inconclusive. Potency is read from the fitted curve at half-maximal effect.

A first look:
SMILES	NPC1 promoter act	BRCA1 expr act	MBNL1 CUG block	Rab9 prom act	ELG1 genotoxic	p53 reactivation	RORg inh	FLuc counter	Gal4-VP16 FLuc	uPA surface inh
O=C(NC1CCCCC1)C(c1ccco1)N(C(=O)c1csnn1)c1ccccc1 (stereo unspecified)	0.8%	1.3%	-3.2%	0.1%	-1.8%	0.6%	31.0%	0.8%	-4.9%	2.5%
CC(C)(CNC(=O)c1cc2c(s1)CCCC2)N1CCOCC1	11.8%	10.8%	.	-0.9%	2.1%	1.6%	.	-0.3%	.	-2.4%

This part in full, previewed entries included:
SMILES	NPC1 promoter act	BRCA1 expr act	MBNL1 CUG block	Rab9 prom act	ELG1 genotoxic	p53 reactivation	RORg inh	FLuc counter	Gal4-VP16 FLuc	uPA surface inh
O=C(NC1CCCCC1)C(c1ccco1)N(C(=O)c1csnn1)c1ccccc1 (stereo unspecified)	0.8%	1.3%	-3.2%	0.1%	-1.8%	0.6%	31.0%	0.8%	-4.9%	2.5%
CC(C)(CNC(=O)c1cc2c(s1)CCCC2)N1CCOCC1	11.8%	10.8%	.	-0.9%	2.1%	1.6%	.	-0.3%	.	-2.4%
O=C(NCCCN1CCOCC1)c1ccc2c(=O)n(Cc3ccccc3)c(=S)[nH]c2c1	0.4%	-27.2%	-1.8%	4.1%	-6.0%	2.4%	6.7%	1.0%	-20.8%	0.4%
O=C(O)c1ccccc1-c1ccccc1C(=O)Nc1ccccc1-c1ccccc1	-1.4%	0.3%	7.9%	4.6%	0.4%	-25.6%	42.4%	-3.0%	-6.5%	18.4%
Cc1ccc(C(=O)NC2CCN(CC(=O)NCc3cccs3)CC2)cc1	-2.6%	-16.5%	-11.9%	-4.6%	-2.2%	3.7%	16.7%	-19.2%	-9.7%	2.3%
CNc1nc(Cl)c(SC)c(NCc2ccc(F)cc2)n1	-3.2%	-4.0%	0.5%	9.6%	-0.2%	-1.0%	37.9%	0.5%	-1.1%	-3.9%
Cc1ccc(S(=O)(=O)N2CCN(Cc3cc4c(cc3Br)OCCO4)CC2)cc1	-2.0%	-30.6%	.	2.1%	-1.6%	11.9%	.	.	.	8.4%
COc1ccc(Nc2nnc(SCC(=O)Nc3cc(C)on3)s2)cc1	0.3%	4.4%	3.7%	4.0%	?	8.0%	-17.6%	-20.3%	-5.5%	-2.3%
COc1ccc2[nH]c(C(=O)N3CCNCC3)cc2c1OC	0.1%	-26.1%	2.9%	-3.6%	?	0.2%	38.8%	3.1%	-10.7%	-9.5%
COc1ccc(CNC(=O)CN(c2ccccc2OC)S(=O)(=O)c2cccs2)cc1	.	-36.4%	.	.	-8.1%	-2.0%	.	.	.	3.4%
O=C(c1cc(-c2ccco2)on1)N1CCCc2ccccc21	14.0%	-37.6%	8.7%	12.4%	7.7%	?	24.9%	?	-2.4%	.
CC(C)CCNC(=O)C1CCC(CNS(=O)(=O)c2cccc3nsnc23)CC1 (stereo unspecified)	0.4%	-1.8%	?	-1.2%	-3.8%	3.8%	16.9%	5.1%&-1.7%	6.8%	1.3%
CCOc1ccc(CCNC(=O)CCc2nc3ccccc3[nH]2)cc1OCC	-5.7%	-7.6%	-5.4%	-6.2%	3.2%	-2.7%	5.6%	-6.0%	1.6%	-10.2%
CCOc1ccc(S(=O)(=O)NCC2CCCO2)cc1 (stereo unspecified)	-1.6%	4.4%	2.0%	10.8%	-0.9%	-2.1%	-8.8%	4.4%	5.8%	-1.5%
COCCCn1c2nc3ccccc3nc2c2c(=O)n(-c3ccccc3OC)c(C)nc21	-3.6%	.	6.2%	-2.1%	8.6%	-14.0%	-14.0%	2.8%	-0.8%	.
Cc1c(C(=O)OCC(=O)N(C)C2CCS(=O)(=O)C2)oc2ccc(Br)cc12 (stereo unspecified)	-5.4%	15.1%	.	-0.7%	2.3%	-0.5%	10.0%	4.6%	-4.6%	0.7%
Cc1cc(Cl)ccc1NC(=O)CCC(=O)O	-0.3%	-8.8%	-12.4%	-0.8%	0.0%	-9.8%	0.1%	-0.5%	-6.2%	2.3%
COc1ccccc1Nc1ncnc2ccc(C)cc12	.	14.5%	4.1%	.	.	.	-28.6%	-19.5%	15.4%	0.5%
CCCOc1ccc(/C=N/NC(=O)c2c(-c3ccccc3)noc2C)cc1OC	-3.4%	.	-5.2%	4.9%	-5.3%	8.3%	-37.8%	0.4%	-3.8%	.
Clc1cccc(Oc2ncccn2)c1	0.5%	10.4%	-8.4%	2.1%	-0.4%	-6.4%	-0.4%	4.6%	-6.4%	-3.6%
CCOC(=O)c1cnc(SCC(=O)Nc2cc(OC)cc(OC)c2)nc1N	-2.2%	-55.2%	2.5%	0.2%	-3.9%	-4.8%	17.4%	-2.9%	-5.1%	.
CNC(=O)c1[nH]cnc1C(=O)Nc1ccc(C)cc1	5.6%	-9.0%	1.6%	15.3%	-0.6%	8.2%	3.98µM*	-15.0%	4.47µM*	?
CCCc1cc(=O)[nH]c(SCc2cc(=O)oc3c(C)c(C)ccc23)n1	-5.6%	-4.1%	2.3%	1.5%	2.2%	4.9%	-2.8%	-14.4%	9.6%	-2.8%
C[n+]1cc(-c2ccccc2)oc1-c1ccccc1	10.2%	36.2%	-3.3%	10.6%	?	?	10.1%	?	-13.9%	0.4%
CSc1nsc(SCC(=O)Nc2ccc(Br)cn2)n1	9.9%	10.5%	-0.2%	2.3%	-0.2%	?	40.5%	?	2.0%	10.1%
COc1ccc(CCn2c(-c3cc([N+](=O)[O-])cc([N+](=O)[O-])c3)nc3nc4ccccc4nc32)cc1	-5.1%	0.5%	?	1.1%	0.7%	0.1%	-26.0%	0.9%	2.7%	5.0%
COc1ccccc1Nc1nc2ccccc2n1C	?	4.47µM*	?	2.82µM*	?	?	-37.4%	15.1µM*	?	?
Cc1ccc(-n2c(C)cc(/C=C(\C#N)C(=O)NCC3CCCO3)c2C)cc1 (stereo unspecified)	3.16µM*	2.51µM*	13.1%	3.98µM*	?	20.8%	-23.4%	0.675µM*	?	.
Cc1c(C#N)c(O)n(C)c(=O)c1N=Nc1ccc(S(N)(=O)=O)cc1	16.7%	-66.7%	?	20.3%	12.0%	-7.2%	21.1%	?	-8.1%	8.4%
O=c1[nH]c(CO)nc2c1oc1ccccc12	-0.1%	0.1%	-1.5%	11.2%	4.6%	-2.0%	10.3%	?	-2.0%	5.0%
COC(=O)/C(C#N)=C/c1ccc(N2CCOCC2)c([N+](=O)[O-])c1	-0.4%	-4.0%	?	-0.3%	-0.2%	-1.2%	-16.5%	-1.7%	1.1%	0.1%
Cc1ccc(NC2CCCN(C(=O)CCc3cn[nH]c3)C2)cc1C (stereo unspecified)	-1.6%	-37.4%	-0.5%	10.1%	-6.0%	-8.5%	14.3%	-3.2%	-6.9%	18.3%
C=CCN(CC=C)C(=O)Nc1ccc2nc(C)sc2c1	0.6%	92.0%	1.4%[11.5 µM]	-2.2%	7.4%	4.5%	17.6%	-19.5%	-8.9%	2.3%
c1ccc(SCc2nc(-c3ccccn3)no2)cc1	3.55µM*	7.08µM*	-6.0%	?	18.4µM*	?	-0.6%	16.9µM*	-9.0%	-1.7%
Cc1ccc(-n2c(SCC(=O)NCc3ccco3)nnc2-c2cccnc2)cc1	-0.8%	-15.0%	-1.2%	1.6%	1.6%	4.8%	10.0%	-4.6%	-8.9%	2.5%
COc1cc(COc2ccc3c(C)c(CCC(=O)O)c(=O)oc3c2)cc(OC)c1OC	3.5%	20.7%	1.2%	-5.4%	15.6%	-2.4%	17.8%	-16.8%	-16.6%	-1.2%
CCOC(=O)c1nc2nc(C)c(Cl)c(=O)n2[nH]1	4.5%	-0.7%	-3.4%	-3.4%	-3.8%	2.2%	-11.8%	-12.2%	1.0%	-3.0%
Cc1cc(=O)[nH]c(SCc2cccc(Br)c2)n1	10.2%	-7.8%	-3.9%	0.4%	0.0%	-7.7%	5.9%	-1.1%	-1.7%	-2.2%
CC(=O)C1C(c2ccc(F)c(F)c2)NC(=O)NC1(O)C(F)(F)F (stereo unspecified)	0.9%	-11.6%	0.4%	1.9%	0.8%	-4.4%	24.9%	0.6%	-10.4%	.
CC[C@]12c3[nH]c4cc(-c5ccco5)ccc4c3CCN1C(=O)[C@@H](CC(=O)NCCN1CCOCC1)C[C@@H]2C(=O)N1CCN(C(=O)C2CC2)CC1	.	-3.5%	.	.	-1.2%	1.8%	.	.	.	5.0%
CC(=O)Nc1ccc(S(=O)(=O)NNC(=O)CCC(=O)NCc2ccccc2)cc1	.	-0.2%	.	.	3.4%	3.2%	.	.	.	13.3%
CCOC(=O)c1nnn(CC(=O)Nc2ccccc2OC)c1C(=O)OCC	2.1%	5.3%	-6.9%	-5.9%	-1.2%	0.1%	-19.8%	-1.5%	9.1%	-2.8%
O=c1c(-c2nnc(SCc3ccc(Cl)cc3)o2)cccn1Cc1ccccc1	-0.9%	-53.0%	13.4%	-3.9%	-9.7%	-7.3%	37.6%	-2.3%	11.6%	.
CC(C)OC(=O)/C(C#N)=C/c1c[nH]c2ccccc12	10.6%	-29.3%	?	-3.7%	6.9%	?	-23.2%	?	?	7.8%
